Compound activity from PubChem BioAssay.
HCMV inh = blocks human cytomegalovirus replication. 410,000 tested, 4.5% active. HFF cells, HCMV-luciferase reporter, 72 h; active compounds read low. activity change, negative = inhibition, % at 57.5 µM; in the data active means activity change below about -60%; inconclusive means no clear call, values can overlap the other calls; inactive means above about -39%
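After 16 h attachment at 37C, HFF cells received test compound and HCMV-luciferase (1 PFU/cell); reporter luminescence read 72 h later, data normalized against buffer-only and known inhibitor Salinomycin.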
AMA1-RON2 inh = AMA1-RON2 (P. falciparum) interaction inhibition; AlphaScreen AMA1-biotinylated RON2 peptide binding; Potency, µM (top dose mostly 58.2 µM), for the others: at the highest dose activity change, negative = inhibition, actives largely listed as inhibitors; 360,000 tested, 0.2% active; AID 720542;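 further: potency means the concentration at half of the fitted maximal effect; 0% = vehicle wells and -100% = peptide control; nearly all actives have a fitted effect of over 45% in size; some results filed as inactive show a strong effect at the top dose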
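AMA1 (3D7) with his tag at 25 nM final met compounds first, then biotinylated RON2 peptide at 25 nM; detection used donor plus acceptor beads, 10 µg/mL apiece, read by AlphaScreen after 30 min at room temperature.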
Sm TGR inh = S. mansoni TGR enzyme inhibition; purified TGR, DTNB reduction, TNB absorbance 405 nm; Q962Y6; 360,000 tested, 3% active; Potency, µM (top dose mostly 114 µM), for inactives: top-dose activity change, negative = inhibition, hits mostly inhibitors; further: potency means the concentration at half of the fitted maximal effect; nearly all actives have a fitted effect of over 60% in size
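First, TGR (20 nM dispensed) and NADPH were mixed with compound. Second, a 15 min room-temperature incubation followed. Third, further NADPH and then DTNB were added to start the reaction. Finally, TNB absorbance was monitored kinetically.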
Giardia FBPA inh = blocks Giardia fructose-bisphosphate aldolase activity; A8B2U2; purified Giardia FBPA; Potency, µM (series often up to 59.6 µM), for inactives: top-dose activity, negative = inhibition, actives largely listed as inhibitors; 290,000 tested, 0.71% active; AID 2451; further: potency means the concentration at half of the fitted maximal effect; nearly all actives have a fitted effect of over 55% in size
Target sequence (A8B2U2 whole entry, looked up): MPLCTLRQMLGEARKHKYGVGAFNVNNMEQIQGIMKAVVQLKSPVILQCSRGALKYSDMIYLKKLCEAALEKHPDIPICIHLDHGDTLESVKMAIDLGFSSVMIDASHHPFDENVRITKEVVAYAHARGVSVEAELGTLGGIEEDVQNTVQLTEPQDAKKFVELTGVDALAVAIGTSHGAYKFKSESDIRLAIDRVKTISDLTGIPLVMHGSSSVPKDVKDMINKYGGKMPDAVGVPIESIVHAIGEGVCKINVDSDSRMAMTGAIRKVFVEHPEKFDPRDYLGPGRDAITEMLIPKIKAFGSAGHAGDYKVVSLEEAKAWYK
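40 nM FBPA preincubated 10 min at RT with compound (up to 57.5 uM final), then substrate plus GAPDH/TPI/NAD/arsenate coupling and diaphorase/resazurin added. Fluorescence read after 20 min at RT, 525/598 nm.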
AmpC inh no detg = AmpC beta-lactamase inhibition without detergent | AmpC nitrocefin hydrolysis, absorbance 480 nm, 0.0001% Triton | Potency, µM (highest dose often 57.1 µM), for the others: top-dose activity change, negative = inhibition, hits mostly inhibitors | 330,000 tested, 0.52% active;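 further: potency means the concentration at half of the fitted maximal effect; plate controls were no compound for no effect and no enzyme for full effect; nearly all actives have a fitted effect of over 20% in size; some results filed as inactive show a strong effect at the top dose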
Target sequence (P00811 whole entry, looked up): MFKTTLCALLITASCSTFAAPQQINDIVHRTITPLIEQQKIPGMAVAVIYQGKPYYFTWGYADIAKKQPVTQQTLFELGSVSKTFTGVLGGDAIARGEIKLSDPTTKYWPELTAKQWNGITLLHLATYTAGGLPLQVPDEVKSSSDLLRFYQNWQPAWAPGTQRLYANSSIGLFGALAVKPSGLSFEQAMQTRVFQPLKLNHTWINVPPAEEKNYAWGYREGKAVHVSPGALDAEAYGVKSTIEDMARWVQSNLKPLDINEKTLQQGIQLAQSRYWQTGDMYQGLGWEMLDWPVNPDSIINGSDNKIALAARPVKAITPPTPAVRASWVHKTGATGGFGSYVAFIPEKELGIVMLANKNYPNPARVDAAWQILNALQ
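AmpC (5.3 nM in the dispensed reagent) in 20 mM phosphate pH 7.0 with 0.01% (detergent screen) or 0.0001% Triton X-100 was preincubated with compounds for 15 min at room temperature. Nitrocefin was then added from an 800 uM solution, and hydrolysis was followed at 480 nm.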
AmpC inh detg = blocks E. coli AmpC beta-lactamase in detergent assay | 370,000 tested, 0.041% active | Potency, µM (highest dose often 114 µM), for the others: top-dose activity change, negative = inhibition, most hits filed as inhibitors | AID 485294 | AmpC hydrolysis of nitrocefin, absorbance 480 nm, 0.01% Triton | P00811;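 further: potency means the concentration at half of the fitted maximal effect; 0% = no-compound wells and -100% = no-enzyme wells; nearly all actives have a fitted effect of over 25% in size; some results filed as inactive show a strong effect at the top dose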
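20 mM phosphate pH 7.0 + 0.01% (detergent screen) or 0.0001% Triton X-100; 5.3 nM AmpC reagent; cpd preinc 15 min RT; nitrocefin (800 uM stock) to start; A480 q20 s × 4 min; Activity was normalised to no-enzyme and no-compound control wells.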
* marks the source's active call; other numbers are inactive results; ? = inconclusive; · = no result given; & = joins results of further samples; [ ] = dose if it differs, or a comment. Unless noted, the call rests on the fitted dose curve; in most records, active means well fitted curve in the direction sought with a large enough effect; inconclusive means small, poorly fitted or top-dose-only effect, or another doubt; inactive means no such curve, though single readings can be large; an effect the other way counts as inactive or inconclusive. Unless noted, on the % scale 0 is the no-effect control and ±100 the full control effect.

SMILES | HCMV inh | AMA1-RON2 inh | Sm TGR inh | Giardia FBPA inh | AmpC inh no detg | AmpC inh detg
COc1ccc(CCNC(=O)CN(C)S(=O)(=O)c2ccc(OC)cc2)cc1 | -34 | 2% | -7% | 2% | 9% | -8%
COc1ccc(NC(=O)c2ccco2)cc1NC(=O)c1ccc(Br)o1 | -23 | -8% | 6% | 8% | -13% | -1%
CC1Cc2ccccc2N1C(=O)COC(=O)c1ccc(Cl)c(S(=O)(=O)N2CCOCC2)c1 (centres undefined) | 13 | 0% | -6% | · | 31% | -1%
CCOC(=O)CNC(=O)Cn1cnc2c(nnn2-c2cccc(OC)c2)c1=O | -33 | -3% | -1% | 2% | -6% | 4%
Cc1cccc(-c2nc(C)c(CCNC(=O)C(=O)Nc3cccc(Cl)c3C)s2)c1 | -2 | · | -14% | · | · | 4%
CCCCn1c(N)c(N(C)C(=O)c2cc3c(F)cccc3s2)c(=O)[nH]c1=O | -1 | 5% | · | · | -17% | ·
COCCNc1oc(-c2ccccc2Cl)nc1C#N | -25 | -8% | 0% | 2% | -2% | ?
Cn1ncc2cc(NC(=S)NC(=O)c3ccccc3)ccc21 | 7 | 8% | 18µM* | -9% | -14% | -13%
Cc1ccc(C(=O)NCC(=O)NCC(c2cccs2)N(C)C)cc1C (centres undefined) | 3 | -11%[11.6 µM] | · | · | -7% | ·
CCc1ccc(-n2c(C)nc3cc(C(=O)NCCc4ccccc4)ccc32)cc1 | -15 | · | 12% | · | · | 10%
CCOc1ccc(/C=C(\C#N)C(=O)Nc2sc3c(c2C(=O)OC)CCC3)cc1OC | 16 | · | 7% | · | · | 15%
O=C(CNC(=O)c1ccc(Br)o1)NC1CCCCCC1 | 26 | -9% | -3% | · | -24% | 2%
COc1ccc(C(CNC(=O)COc2ccc(-c3ccccc3)cc2)N2CCOCC2)cc1 (centres undefined) | ? | -7% | 34% | 19% | 213%[activator] | 7%
S=c1[nH]c2ccc(Cl)cc2[nH]1 | 17 | 2% | -4% | -3% | -24% | 0%
Cc1nnc(SCC(=O)N2CCCCCC2)n(N)c1=O | 56 | -20% | 2% | 3% | -16% | 3%
COc1cc(C2C(C(=O)c3ccco3)=C(O)C(=O)N2c2cc(C)on2)ccc1OCc1ccccc1 (centres undefined) | -23 | · | -14% | -13% | -35% | -13%
Cc1ccc(NS(=O)(=O)c2cc(-c3cc(C)no3)ccc2C)c(Cl)c1 | 0 | · | 11% | · | · | -2%
CC(=O)c1c(C)[nH]c(C(=O)OCc2nc3ccsc3c(=O)[nH]2)c1C | 23 | 2% | -2% | · | -12% | -1%
O=C(c1cccc(-c2ccccc2)c1)N1CC[C@@H](N2CCC(O)CC2)[C@H](O)C1 | ? | 4% | 0% | · | -8% | 2%
Cc1nnc(N/N=C/c2cc(C)n(-c3ccc(F)cc3)c2C)n1N | 35 | 36%[activator] | -30% | 10µM* | 2% | ?
CCOC(=O)CNS(=O)(=O)Cc1ccccc1 | -9 | 0% | -12% | · | -11% | -5%
O=C(CNC1=NCCC1)c1ccc(Cl)cc1 | 22 | 0% | -11% | ? | -16% | ?
CCCOc1ccc(N2C(=O)CC(SCCN)C2=O)cc1 (centres undefined) | 148 | 3.5µM* | 35µM* | -19% | -2% | 4%
O=C(OCc1cccc(C(F)(F)F)c1)c1ccc(-c2nnn(Cc3ccc(F)cc3)n2)cc1 | -5 | · | 2% | · | · | -3%
O=C(Nc1cccc(C(F)(F)F)c1)c1cc2ccc3cccnc3c2[nH]1 | -31 | · | 0% | · | · | -3%
COc1cc(/C=C/C(=O)NCCn2c(C)cc3ccccc32)cc(OC)c1OC | 37 | -28% | -8% | -2% | 82%[activator] | -11%
CCOC(=O)c1c(C(C)(C)C)oc2ccc(OCC#N)cc12 | 9 | 55%[activator] | -11% | 2% | 30% | ?
O=C(CCc1nc(-c2ccccc2F)no1)NCCN1CCc2ccccc2C1 | · | -1% | -2% | ? | 28% | ?
O=C1C=C(NCc2ccncc2)CC(c2ccccc2)C1 (centres undefined) | 32 | -5% | 10%[11.4 µM] | 5% | -15% | -14%
CCOc1c(/C=C(\C#N)C(N)=O)c2ccccc2n1CC | -67* | -4% | -30% | 1% | 0% | ?

Individual results from above.
`O=C(OCc1cccc(C(F)(F)F)c1)c1ccc(-c2nnn(Cc3ccc(F)cc3)n2)cc1` in Sm TGR inh is entered as 2%
`CCOC(=O)c1c(C(C)(C)C)oc2ccc(OCC#N)cc12` in AMA1-RON2 inh is entered as 55%[activator]
`CCOc1c(/C=C(\C#N)C(N)=O)c2ccccc2n1CC` in Sm TGR inh is entered as -30%

(cont.)
SMILES | HCMV inh | AMA1-RON2 inh | Sm TGR inh | Giardia FBPA inh | AmpC inh no detg | AmpC inh detg
Cc1ccc(NC(=O)CSc2nc3c(oc4ccccc43)c(=O)n2-c2ccc(F)cc2)c(C)c1 | 6 | · | 10% | · | · | 5%
Nc1c(Cl)cc2c(c1Oc1ccccc1)C(=O)c1ccccc1C2=O | ? | -21% | 15% | 1% | -21% | -13%
Cc1ccccc1-n1c(SCC(=O)NC(N)=O)nc2sc(-c3ccccc3)cc2c1=O | -71* | 13% | 1% | 1% | -28% | 1%
Cc1ccc(-n2nc(C)c(C(=O)N3CCN(C(=O)c4ccco4)CC3)c2-n2cccc2)cc1 | 27 | 9% | -4% | 3% | 162%[activator] | -13%
CC(OC(=O)CN(C)S(=O)(=O)c1ccc(Cl)cc1)C(=O)Nc1ccc(N2CCOCC2)cc1 (centres undefined) | 70 | -2% | -14%[11.4 µM] | 1% | 36% | -12%
O=C(NCCc1ccccn1)C1CCCN(S(=O)(=O)Cc2ccccc2)C1 (centres undefined) | 16 | 27% | 6% | 4% | -9% | -11%
CCN(C(=O)c1cccs1)c1nnc(-c2ccncc2)s1 | -65* | -16% | -2% | -1% | -2% | 1%
COc1ccc2c(c1)CCCC21SC(NC(C)=O)=NN1C(C)=O (centres undefined) | -14 | -21% | 0% | -1% | -22% | 2%
CCOc1ccc(NC(=O)CC2C(=O)N(c3ccccc3)C(=O)N2CCc2cccs2)cc1 (centres undefined) | -26&-31 | -1% | -2%&5% | -1% | -14% | -2%&4%
c1ccc2c(c1)ncn2CCn1cnc2ccccc21 | -18 | -22% | -8%[11.4 µM] | -5% | -13% | -6%
OC(COCc1ccc2c(c1)OCO2)CN1CCC(Cc2ccccc2)CC1 (centres undefined) | -28 | 2% | 9% | -1% | 4% | -2%
CC(=O)Nc1ccc(-c2nnn(CC(=O)c3ccc(F)cc3)n2)cc1Cl | -12 | -2% | 1% | 6% | -14% | -7%
COc1cccc(CCNC(=O)CCCC(=O)c2ccccc2)c1 | -34 | 5% | 1% | -3% | 7% | -2%
CCc1ccccc1NC(=O)CNCc1ccccc1 | -19 | 0% | · | 2% | -8% | 2%
O=C(Nc1nc(-c2ccccc2)cs1)C1COc2ccccc2O1 (centres undefined) | 44 | -4% | 1% | -1% | -29% | ?
Cc1cccc(Nc2ncnc3c2cnn3C)c1 | 54 | 0% | · | -1% | -12% | -9%
O=C(CC(=O)c1cc(Cl)ccc1O)c1ccccc1 | -10 | 36%[activator] | -5% | -28% | -58% | ?
O=C(CSc1nncs1)Nc1ccc(Cl)cn1 | -31 | -4% | -1% | 0% | -16% | -4%
COc1cccc(CNC(=S)Nc2cccc(Cl)c2C)c1 | ? | 38%[activator] | 0% | 2% | -32% | ?
COc1ccc(-c2nsc(NC(=O)COc3ccc(C)c(C)c3)n2)cc1 | 29 | · | 2% | · | · | 0%
COc1ccccc1NC(=O)CSc1ncnc2c1oc1ccccc12 | 45 | 2% | -11% | 1% | -6% | ?
COC(=O)c1cc(OC)c(OC)cc1NC(=O)CCNC(=O)c1ccco1 | -26 | 1% | -2% | -2% | -5% | 4%
Cc1[nH][nH]c(=O)c1C(c1c(C)[nH][nH]c1=O)c1cn(Cc2ccccc2Cl)c2ccccc12 | -32 | 33%[activator] | -29% | ? | ? | -9%
COc1cc(-n2c(C)nc3cc(C(=O)NCCN4CCOCC4)ccc32)cc(OC)c1OC | · | · | -27% | 1% | 0% | ?
Cn1c(=O)c2c(ncn2CC(=O)Nc2cccc(Cl)c2Cl)n(C)c1=O | -10 | · | -4% | · | · | -2%
CCOC(=O)CCNC(C(=O)OCC)c1ccccc1 (centres undefined) | 4 | 12% | 9% | -13% | 2% | -3%
CCCCC(O)(CCCC)C(=O)NNc1ccccc1 | -17 | -2% | -3% | 0% | -2% | ?
CCCCOC(=O)c1ccc(NC(=O)C(=O)CC(=O)c2ccc(OC)cc2)cc1 | 18 | 27% | 0% | -25% | -51% | -7%
CCOC(=O)C(NC(=O)Nc1ccc(F)cc1F)(Oc1ccc(F)cc1)C(F)(F)F (centres undefined) | -7 | 4% | -10% | -1% | -10% | -15%
CCCCC[C@H](O)/C=C/C1=C(CCCCCCC(=O)O)C(=O)CC1 | · | 11% | ? | 4%&5% | 1% | 0%
CC(=O)c1cccc(NCc2ccccc2-c2nnc(-c3ccccc3)o2)c1 | 96 | · | -7% | · | · | -4%
COc1ccc(CCC(=O)N2CCN(S(=O)(=O)c3ccc(OC)cc3)CC2)cc1 | -31 | 7% | -26% | · | 17% | 0%
COc1ccc(CN2CCCCC2C)cc1OC (centres undefined) | 13 | 0% | 4% | -1% | -22% | 2%
O=C1/C(=C/c2ccccc2[N+](=O)[O-])COc2ccccc21 | -100* | -1% | ? | -1% | -5%[2.29 µM] | -8%
CC(C)COP(=O)(OCC(C)C)C(O)c1ccc(N(C)C)cc1 (centres undefined) | -10 | -3% | 7% | -3% | 55% | 2%
O=C(Cn1ncc2c3ccccc3n(Cc3cccc(Cl)c3)c2c1=O)Nc1ccc(F)cc1F | 3 | · | -10% | · | · | 5%
COc1ccc2c(c1)c(C(=O)CN1CCOCC1)c(C)n2C | 44 | 0% | ? | -6% | -11% | 6%
O=C(c1ccccc1CCc1ccccc1)N1CCCC1 | 7 | -3% | 4% | 13% | 28% | -15%
COC(=O)c1sccc1S(=O)(=O)N(CC(=O)NCc1ccc(C)cc1)c1ccc(C)c(C)c1 | 4 | · | 0% | · | · | 0%
O=C(NCCc1cscn1)C1CCC(=O)N(Cc2ccc(Cl)cc2)C1 (centres undefined) | 6 | 9% | -11% | · | -9% | 0%
Cc1ccc(NC(=O)C2(c3ccc([N+](=O)[O-])cc3)CCCC2)cc1 | -25 | -13% | 1% | -5% | -32% | -5%

A draw from above in order of molecular weight, lowest first:
SMILES | HCMV inh | AMA1-RON2 inh | Sm TGR inh | Giardia FBPA inh | AmpC inh no detg | AmpC inh detg
CCCCC(O)(CCCC)C(=O)NNc1ccccc1 | -17 | -2% | -3% | 0% | -2% | ?
Cc1ccc(NC(=O)C2(c3ccc([N+](=O)[O-])cc3)CCCC2)cc1 | -25 | -13% | 1% | -5% | -32% | -5%
O=C(Nc1nc(-c2ccccc2)cs1)C1COc2ccccc2O1 (centres undefined) | 44 | -4% | 1% | -1% | -29% | ?
Cc1ccccc1-n1c(SCC(=O)NC(N)=O)nc2sc(-c3ccccc3)cc2c1=O | -71* | 13% | 1% | 1% | -28% | 1%
